USP2a block – USP2a (human) protease inhibition. USP2 core, Ub-CHOP2 coupled fluorogenic reporter, 485/531. Potency, µM (highest dose often 38.3 µM), inactives show top-dose activity change, negative = inhibition, usual class: inhibitors. O75604. 330,000 compounds, 0.01% hits;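 also: potency is read from the fitted curve at half-maximal effect; plate controls were DMSO wells for no effect and full inhibition by NEM control for full effect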
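Deubiquitinase activity read as fluorescence (485/531 nm) after Ub-CHOP2 cleavage activates the enterokinase reporter on its substrate; USP2 core 10nM, Ub-CHOP2 and substrate 25nM each, 30min compound preincubation then 60min RT; data normalized to NEM, curves fitted.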
PKM2 act – PKM2 (human) enzyme activation. purified PKM2, Kinase-Glo ATP luminescence, activation; response scale: 0% is enzyme alone, no compound. AID 1631. Potency, µM (highest dose often 57.5 µM), for inactives: at the highest dose activation, hits mostly activators. P14618. 260,000 compounds, 0.34% hits; also: potency is read from the fitted curve at half-maximal effect; nearly all actives have a fitted effect of over 55% in size
Target sequence (P14618 whole entry, looked up): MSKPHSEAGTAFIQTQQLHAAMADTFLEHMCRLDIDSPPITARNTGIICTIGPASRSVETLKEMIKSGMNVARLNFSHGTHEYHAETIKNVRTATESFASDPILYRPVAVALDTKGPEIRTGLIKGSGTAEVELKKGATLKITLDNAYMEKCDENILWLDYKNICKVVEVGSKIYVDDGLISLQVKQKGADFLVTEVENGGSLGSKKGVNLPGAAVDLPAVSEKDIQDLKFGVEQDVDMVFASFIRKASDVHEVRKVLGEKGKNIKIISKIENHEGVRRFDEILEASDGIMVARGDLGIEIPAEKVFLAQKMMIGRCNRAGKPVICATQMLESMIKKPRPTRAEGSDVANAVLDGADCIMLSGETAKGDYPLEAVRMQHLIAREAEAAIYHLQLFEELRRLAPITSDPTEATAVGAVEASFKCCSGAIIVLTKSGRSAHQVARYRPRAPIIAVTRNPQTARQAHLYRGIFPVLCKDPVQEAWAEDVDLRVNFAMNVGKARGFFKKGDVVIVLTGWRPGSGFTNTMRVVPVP
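hPK-M2, >95% pure; 0.1 mM ADP / 0.5 mM PEP final; imidazole pH7.2 buffer w/ 7 mM MgCl2, 50 mM KCl; 1 h RT; Kinase-Glo lum. Intermediate enzyme activity for dual inhibitor/activator qHTS.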
Giardia killer – Giardia lamblia killing. Giardia lamblia trophozoite viability. 340,000 compounds, 0.15% hits. activity change, % at 7.66 µM, hits read low. AID 540267; in the data active = activity change below about -80%; inconclusive = between about -30% and that limit;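 also: parasites exposed to compound for two days anaerobically before the ATP read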
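Media and compound were dispensed first, then trophozoites at 100 cells/well; plates sat 48 hrs at 37 deg C without oxygen before ATP luminescence reagent was added and read after 15-30 min at room temperature.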
uPA surface inh – inhibitors of cell surface uPA generation; cell surface uPA generation assay, qHTS; Potency, µM (doses to about 38.3 µM), for the others: at the highest dose activity change, negative = inhibition, actives largely listed as inhibitors; 330,000 compounds, 0.31% hits; AID 540303; active = well fitted inhibition curve with a large enough effect; inconclusive = small, poorly fitted or top-dose-only effect; inactive = no such curve, though single readings can be large or run the other way; tested in mouse RAW 264.7 cells; also: potency is read from the fitted curve at half-maximal effect; nearly all actives have a fitted effect of over 55% in size
KCNH2 3.1 block – inhibitors of human KCNH2 3.1 potassium channel isoform; U2OS KCNH2 3.1, thallium flux FluxOr; stronger effect = lower value; activity change, % (tested at about 1.8 µM); 340,000 compounds, 0.95% hits; AID 720553;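 active = maximum activity change below -70%; inconclusive = maximum activity change from -70% to -50%; inactive = maximum activity change above -50%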;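 also: thallium influx rate constant from kinetic fluorescence after stimulation buffer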
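U2OS cells transduced with KCNH2 3.1 mutant virus (1.77 x 10^8 /mL, 4 h), plated overnight at 37 C, loaded 45 min with FluxOr dye plus Red40 quencher. Thallium flux rate constant from kinetic reads after stimulation buffer, normalised to controls.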
Coupling enz – coupling enzyme interference in Giardia aldolase counter-screen | coupling enzyme system counterscreen, AmpLite Red fluorescence | activity change, negative = inhibition, % at 58.2 µM, hits read low | 290,000 compounds, 0.67% hits; in the data active = activity change below about -30%
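Coupling enzymes only (glyceraldehyde-3-phosphate) + compound, at 57.5 uM final, 10 min RT; add substrate/coupling/AmpLite Red mix, 20 min RT; fluorescence ex 525/em 598 nm. Actives flag coupling-system interference.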
GALK inh – blocks human galactokinase activity. Purified GALK, Kinase-Glo residual ATP luminescence. Potency, µM (series often up to 57.5 µM), for the others: at the highest dose activity change, negative = inhibition, hits mostly inhibitors. 270,000 compounds, 0.007% hits; also: potency is read from the fitted curve at half-maximal effect
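GALK at 5 nM final was combined with compound, 35 uM ATP and 100 uM galactose in HEPES pH8.0 with MgCl2 and DTT. The reaction ran one hour at room temperature before luminescent ATP detection.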
B2AR arrestin – recruits beta-arrestin to the human beta2-adrenergic receptor. 330,000 compounds, 0.02% hits. P07550. Potency, µM (top dose mostly 46.1 µM), inactives show at the highest dose activation, actives largely listed as activators. beta-arrestin recruitment to beta2AR, cell-based reporter. AID 492947;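 also: potency is read from the fitted curve at half-maximal effect; 0% = DMSO controls and full agonism = EC100 isoproterenol or metaproterenol; nearly all actives have a fitted effect of over 65% in size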
Target sequence (P07550 whole entry, looked up): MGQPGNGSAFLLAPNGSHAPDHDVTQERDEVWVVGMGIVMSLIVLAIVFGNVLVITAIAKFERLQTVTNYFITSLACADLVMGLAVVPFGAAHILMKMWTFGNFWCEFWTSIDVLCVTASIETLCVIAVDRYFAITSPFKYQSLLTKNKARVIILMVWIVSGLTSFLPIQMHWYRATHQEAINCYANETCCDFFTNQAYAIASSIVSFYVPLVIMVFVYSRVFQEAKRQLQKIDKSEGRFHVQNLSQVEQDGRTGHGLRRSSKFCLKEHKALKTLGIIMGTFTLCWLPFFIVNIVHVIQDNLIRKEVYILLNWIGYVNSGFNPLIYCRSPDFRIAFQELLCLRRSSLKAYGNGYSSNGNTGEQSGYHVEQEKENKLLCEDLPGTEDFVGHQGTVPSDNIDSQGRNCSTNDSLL
BCR signal inh – chronic active BCR signaling inhibition | Potency, µM (doses to about 46.1 µM), without a hit: top-dose ratio change, negative = lower green/red ratio, usual class: inhibitors | ABC-DLBCL IkBa-CBG/CBR reporter, luminescence ratio, 4 h | 340,000 compounds, 0.05% hits; active = well fitted inhibition curve with a large enough effect in the signal ratio, with a control signal flat, not every such curve was filed as active; inconclusive = small, poorly fitted or top-dose-only effect, or effect the other way, or a change in a side signal; the % refers to the signal ratio;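 also: potency is read from the fitted curve at half-maximal effect; plate controls were basal doxycycline-induced cells for no effect and cells given 10 µM MG132 for full effect; MG132 reads +100%, hits lower the ratio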
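Compounds up to 46 uM were incubated four hours with TMD8 cells whose green CBG68 luciferase is fused to IkappaBalpha; red CBR luminescence normalised the signal, and concentration-effect curves were fitted to fusion, red and ratio data.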
KCNH2 WT inh – KCNH2 (human, wildtype) channel inhibition; U2OS, BacMam KCNH2, thallium flux FluxOr; stronger effect = lower value; activity change, % at 1.84 µM; 340,000 compounds, 0.37% hits; AID 720551; Q12809;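 active = maximum activity change below -70%; inconclusive = maximum activity change between -70% and -50%; inactive = maximum activity change above -50%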
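U2OS cells were transduced with wild-type KCNH2 virus (2.03 x 10^8 / mL) for 4 h at room temperature, then cultured overnight at 37 C. Thallium flux was read with FluxOr dye. Rate constants were normalized to DMSO controls.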
Eya2 inh – inhibitors of human Eya2 phosphatase activity | O00167 | recombinant Eya2, OMFP fluorescence dephosphorylation (OMFP is methylfluorescein phosphate) | Potency, µM (doses to about 76.9 µM), without a hit: at the top dose activity, negative = inhibition, usual class: inhibitors | 330,000 compounds, 0.006% hits | AID 488837; also: potency is read from the fitted curve at half-maximal effect
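Eya2 protein (added as 0.2 uM solution) was preincubated with compound for 10 min at ambient temperature in 50 mM HEPES pH 7.5, 50 mM NaCl, 5 uM MgCl2, 0.05% BSA, 1 mM DTT. OMFP (added at 50 uM) then reacted 10 min; fluorescence read at 485/525 nm.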
* hit, by the source's call; ? = inconclusive; · = no result given; & = joins results of further samples; [ ] = dose if it differs, or a comment. Unless noted, calls follow the shape of the dose curve; as a rule, active = well fitted curve in the direction sought with a large enough effect; inconclusive = small, poorly fitted or top-dose-only effect, or another doubt; inactive = no such curve, though single readings can be large; an effect the other way counts as inactive or inconclusive. Unless noted, % is scaled to controls: 0 for no effect and ±100 for the full control effect. An unsorted share of the library, and some 2.4% of all compounds hit somewhere here.

SMILES	USP2a block	PKM2 act	Giardia killer	uPA surface inh	KCNH2 3.1 block	Coupling enz	GALK inh	B2AR arrestin	BCR signal inh	KCNH2 WT inh	Eya2 inh
CN1C(C(=O)NCc2ccco2)=CC(c2ccc(F)cc2)=NS1(=O)=O	1%	-10%[0.46 µM]	-2	10%	17	-2	0%	0.2%	?	9	0%
O=C(N/N=C1/CCS(=O)(=O)c2ccc(F)cc21)c1ccccn1	1%	-3%	0	-7%	0	3	-1%	-0.2%	-7%	2	0%
CCNC(=O)COC(=O)c1ccc(NS(=O)(=O)c2ccc3c(c2)OCCO3)cc1	5%	26%	-8	-1%	-8	2	-3%	-0.1%	-6%	-20	-2%
COc1ccc(NC(=O)COC(=O)CNC(=O)c2cccs2)cc1Cl	1%	·	22	12%	5	·	·	-0.1%	?	10	-1%
COc1ccc(C(=O)N(CN2CCCC2=O)c2nccs2)cc1OC	0%	-2%	-4	-6%	-12	5	-1%	0.1%	?	-2	-16%
OC(COc1cccc2ccccc12)CN1CCN(c2ccccn2)CC1 (configuration not stated)	2%	0%	-15	5%	?	0	3%	0.1%	?	?	3%
O=C(O)c1ccc2c(c1)C(=O)N([C@H](Cc1c3ccccc3cc3ccccc13)C(=O)O)C2=O	-1%	·	·	·	·	6	·	-0.2%	-6%	·	1%
COc1ccc(Cl)cc1NC(=O)NC(C)C	0%	-3%	5	-8%	-11	4	4%	5.2%	1%	·	2%
COc1ccc(-c2noc(-c3ccc(Br)o3)n2)cc1OC	4%	4%	0	0%	-7	-1	0%	-0.1%	?	0	1%
CN1C(=O)c2ccc(NC(=O)C3CC3)cc2C1=O	-5%	1%	22	-5%	11	·	-2%	-0.3%	8%	5	-13%
C=CCn1c(=O)c2ccccc2n2c(SCc3cc(=O)n4ccsc4n3)nnc12	2%	-4%	6	4%	3	12	7%	0.3%	4%	-1	-1%
CC(c1ccccc1)N1CNc2c(c(=O)n(C)c(=O)n2C)C1 (configuration not stated)	1%	-2%	-14	4%	11	2	9%	-1.6%	1%	9	7%
CS(=O)(=O)N(CC(=O)NCC1CCCO1)c1cccc([N+](=O)[O-])c1 (configuration not stated)	0%	0%	-14	-2%	13	2	-1%	0.0%	?	-3	2%
COc1ccc(CCNC(=O)C2CCCN(c3nc(C)cc(C)n3)C2)cc1 (configuration not stated)	3%	0%	19	2%	7	0	1%	-0.4%	1%	5	-13%
CCc1ccc(/C=C/C(=O)C2C(=O)c3ccccc3C2=O)cc1	-7%	-7%	-82*	-46%	4	-11	-2%	0.2%	?	-2	10%
O=C(CSc1nnc(-c2cccnc2)n1Cc1ccco1)Nc1nc(-c2ccc(F)cc2)cs1	-10%	-2%	13	-7%	-23	5	-1%	-0.2%	1%	44	-2%
C[C@H](CO)N1C[C@H](C)[C@@H](CN(C)Cc2ccc(C(=O)O)cc2)Oc2c(NC(=O)c3ccncc3)cccc2C1=O	5%	·	17	11%	-15	·	·	-0.1%	0%	3	0%
CCN1C(=O)N[C@@H](c2cccs2)C(C(C)=O)=C1C	8%	1%[11.5 µM]	1	-1%	-10	-3&-1	1%	-0.6%	-2%	-5	1%
CC1(C)C(=O)N(CCN2CCC(C(=O)c3ccc(F)cc3)CC2)c2ccccc21	-2%	·	6	-7%	-75*	·	·	0.4%	7%	17	-9%&5%
COc1ccccc1/C=C/C(=O)OCC(=O)NCCC1=CCCCC1	2%	1%	-8	2%	-8	-1	-3%	-0.1%	5%	-5	-9%
O=C(COC(=O)C1CCC1)NCc1ccc(F)cc1	-1%	·	-30	2%	11	·	·	0.3%	1%	27	10%
Cc1cc(C)cc(-n2c(SC(C)C(=O)NCc3ccc4c(c3)OCO4)nc3ccccc3c2=O)c1 (configuration not stated)	-2%	0%	-17	1%	4	-1	0%	-0.2%	?	-1	5%
Cc1ccc(-n2ncc3c2CC(C)(C)CC3NC(=O)CCc2ccncc2)cc1 (configuration not stated)	2%	-1%	2	-2%	-15	4	2%	-0.9%	0%	32	-7%
COc1ccc(NC(=S)N(CCc2c(C)[nH]c3ccccc23)Cc2cccnc2)cc1	3%	6%	-6	10%	-1	1	·	-1.4%	-7%	6	-19%
COc1ccc2[nH]cc(CCNC(=S)NCCc3ccccc3)c2c1	3%	10%	5	2%	7	2	8%	-0.9%	0%	2	-3%
COc1cc(C(=O)NC2Cc3ccccc3C2)ccc1OC1CCN(C(C)=O)CC1	2%	·	2	-2%	19	·	-3%	0.1%	5%	-14	-2%
O=C(CSc1ccccc1)Nc1ccc(C(=O)Nc2ccc(O)cc2)cc1	-4%	-12%	-5	-2%	4	-3	-1%	0.7%	?	7	-5%
O=C(NC1CCOCC1)C1CCC(=O)N(Cc2ccc(Cl)cc2)C1 (configuration not stated)	0%	-2%	10	-2%	·	·	3%	-0.3%	-3%	0	6%
Cc1ccc(NC(=O)COc2cccc(/C=C3\SC(=S)N(CCC(=O)O)C3=O)c2)cc1Cl	-6%	-3%	6	-5%	9	10	0%	0.4%	?	-2	-20%
Clc1cc2c(c(Cn3cnc4ccccc43)c1)OCOC2	-2%	22%	-3	-1%	22	4	-4%	-0.3%	?	3	7%
O=[N+]([O-])c1cc(C(F)(F)F)cc([N+](=O)[O-])c1NCCN1CCNCC1	-1%	·	-11	-8%	-12	-1	2%	-0.6%	4%	20	-5%
O=C(COn1nnc2ccccc21)N1CCN(Cc2ccccc2)CC1	0%	-14%	16	3%	-6	-3	4%	-0.4%	1%	-1	-4%
Cn1c(-c2cc3ccccc3oc2=O)nc2ccccc21	-1%	-2%	32[activator]	-18%	28	3	-1%	-0.4%	-1%	6	16%
CN1C(C(=O)Nc2ncccn2)=C(O)c2ccccc2S1(=O)=O	5%	·	-4	4%	4	2	0%	0.0%	2%	-8	1%
Cc1cccc(C(=O)OCc2cc3ccccc3[nH]c2=O)c1	1%	0%	6	-1%	-7	4	10%	-0.5%	0%	-10	-10%
COc1ccccc1C(CNC(=O)C(CCSC)NS(=O)(=O)c1ccccc1F)N1CCCC1 (configuration not stated)	1%	·	3	0%	-24	·	·	0.2%	-7%	6	-7%
[N-]=C=C1C(=S)NC(=O)[C@H]([n+]2ccccc2)[C@H]1c1ccc(Cl)cc1	-1%	-19%	17	-1%	3	1	1%	0.2%	?	1	17%
CCOC(=O)c1sc2nc3c(SCC(=O)O)cc(C(=O)c4ccccc4O)cn3c(=O)c2c1C	5%	0%	-27	-2%	0	3	1%	-0.3%	3%	5	5%
COc1ccc(C2=C/C(=C/c3cccnc3)C(=O)O2)cc1OC	-1%	14%	-17	2%	·	-4	-2%	-0.4%	-3%	5	-3%
CC(=O)NC(c1ccccc1)c1nc2ccccc2[nH]1 (configuration not stated)	3%	-1%	-25	5%	13	3	1%	-0.2%	5%	1	2%
Clc1ccc(-n2ncc3c(NCCCn4ccnc4)ncnc32)cc1	0%	-6%	-6	3%	-8	0	2%	0.0%	?	-26	-16%
CC1CCC(NC(=O)c2cccc(S(=O)(=O)N3CCN(C)CC3)c2)CC1 (configuration not stated)	-1%	·	-7	0%	5	·	·	-0.2%	?	-2	6%
COc1c[nH]n(C2CCCCC2)c(=O)c1=O	-1%	0%	-12	·	20	0	3%	-0.4%	-1%	-14	6%
O=C(CN(CC1CCCO1)C(=O)CNS(=O)(=O)c1ccc(Cl)cc1)NCCc1ccccc1 (configuration not stated)	0%	0%	15	·	3	1	-5%	-0.6%	-13%	15	19%
CN(CCO)C(=O)c1c(NC(=O)c2ccccc2)sc2c1CCCC2	0%	-1%	7	5%	-8	0	1%	0.6%	?	-4	-5%
CCCCCCc1cc2cc(-c3nnc(-c4ccccc4)o3)c(=O)oc2cc1O	?	-15%	-5	3%	-24	3	0%	-0.2%	-6%	?	6%
O=C(Cn1nc(C(=O)O)c2ccccc2c1=O)Nc1ccc(Cl)c(S(=O)(=O)N2CCOCC2)c1	2%	·	-15	-3%	-12	·	·	-0.1%	?	4	1%
CCn1c(C)c(C)c2cc(C(=O)NCCN3CCCCCC3)ccc21	-9%	24%	-5	-8%	6	-4	-2%	-1.0%	5%	5	-7%
COc1ccc(NC(=O)Nc2nc(C)cc(C)n2)c(OC)c1	-1%	-5%	7	-24%	24	3	3%	-0.5%	-10%	5	7%
CCOc1ccc(/C=C2\SC(=S)N(CC(=O)Nc3ccccn3)C2=O)cc1	0%	·	-8	-4%	11	·	-8%	0.5%	16%	-11	-10%
O=C(NCC1CCN(c2ccc(S(=O)(=O)N3CCOCC3)cc2)CC1)Nc1ccccc1F	-2%	0%	-3	-4%	0	1	-2%	-0.4%	2%	14	3%
CCc1ccc2c(CN(C)Cc3ccc(OC(F)F)c(OC)c3)cc(=O)oc2c1	-1%	·	-10	-12%	-43	3	3%	0.2%	0%	17	-8%
